# High-throughput results deposited in PubChem BioAssay by Broad Institute.
# PAX8 reporter: inhibitors of PAX8-driven TPO luciferase reporter, primary screen, RMG-I cells, single concentration. SteadyGlo, 24 h. hit rate 1.2% among 360,000. AID 652154, 2013. inhibition, % at 12.6 µM;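 active means mean replicate inhibition at least 60% with every replicate also reaching 60%; inconclusive means only one of the two criteria is met; inactive means mean below 60% and not all replicates reaching 60%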;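 further: luciferase light reporting Pax8 driven TPO promoter activity; plate controls were median of neutral control wells for no effect and mitoxantrone controls for full effect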
# ARNT TACC3 PPI: disruptors of ARNT/TACC3 protein interaction, primary screen, biochemical, AlphaScreen, single concentration; Transforming acidic coiled-coil-containing protein 3 (Homo sapiens), Q9Y6A5; AlphaScreen His-ARNT PAS-B/GST-TACC3 binding, luminescence; TACC3 fragment carries E629A point mutation; inhibition, % at 9.99 µM; hit rate 0.66% among 390,000; AID 623870, 2012;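 active means mean inhibition of replicates at least 50% and at least half of replicates each reaching 50%; inconclusive means half or more replicates reach 50% but mean below 50%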;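 further: 0% = complete ARNT plus TACC3 wells and 100% = ARNT alone without TACC3; many hits fall short of the cut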
# DENV2 CPE: inhibitors of DENV2 cytopathic effect, primary screen, cell-based, plate reader, single concentration | DENV2-infected cells, cytopathic effect rescue | CPE inhibition, % at 9.99 µM | hit rate 1.7% among 350,000 | AID 651640, 2012; in the data active means CPE inhibition above about 20%, passing the limit was not always enough; inconclusive means no clear call, values can overlap the other calls; tested in BHK-21 cells;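 further: 0% = median of neutral control wells and 100% = median of positive control wells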
# LGR2 antag: inhibitors of bursicon-induced LGR2 CRE-luciferase signal, primary screen, cell-based, HEK293, CRE-luciferase reporter, bursicon stimulation; Drosophila bursicon receptor LGR2 (rickets); bursicon-stimulated, 4 h; inhibition, % at 9.99 µM; hit rate 0.35% among 380,000;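 active means drop in luminescence signal, shown as inhibition above about 50% in the replicate tests, limit read from the data, passing the limit was not always enough; inconclusive means probably only some replicates passing the limit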;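 further: agonist challenge used bursicon conditioned medium at about half maximal strength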
# EWS-Fli block: EWS/Fli-driven NR0B1 reporter inhibitors, primary screen, A673 cells, NR0B1 luciferase, luminescence, MLPCN library | viability-normalised | hit rate 0.67% among 350,000 | inhibition, % at 12.6 µM;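 active means mean inhibition of at least 50% after viability correction, with every replicate also passing that limit; inconclusive means mean reaches 50% but only one of two replicates passes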;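 further: firefly luciferase signal divided by Alamar Blue viability fluorescence both relative to DMSO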
# CASP6 VEID inh: human caspase-6 inhibitors, primary screen, biochemical, VEID-R110 fluorescence, single point, set 2; purified caspase-6, Z-VEID-R110 cleavage fluorescence; inhibition, % at 12.5 µM; hit rate 0.53% among 350,000; AID 686996, 2013;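 active means mean inhibition across replicates at least about 35%, with every replicate also reaching that limit, limit read from the data; inconclusive means only one of the two criteria met; inactive means neither criterion met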;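 further: 0% = median of neutral control wells and 100% = no fluorescence left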
# Target sequence (P55212 24-179 limits assumed): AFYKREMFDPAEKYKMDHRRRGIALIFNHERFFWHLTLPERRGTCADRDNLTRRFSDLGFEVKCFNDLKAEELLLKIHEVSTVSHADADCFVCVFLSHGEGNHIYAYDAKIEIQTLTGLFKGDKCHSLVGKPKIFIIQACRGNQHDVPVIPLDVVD
# Target sequence (P55212 194-293 limits assumed): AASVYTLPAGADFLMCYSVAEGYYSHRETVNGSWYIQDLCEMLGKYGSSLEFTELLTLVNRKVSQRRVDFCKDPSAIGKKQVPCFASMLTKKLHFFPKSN
# SIRT5 block: SIRT5 desuccinylase inhibitors, primary screen, biochemical, fluorescence imaging, single point, set 5 | inhibition, % at 15 µM | NAD-dependent protein deacylase sirtuin-5, mitochondrial (Homo sapiens), Q9NXA8 | AID 652115, 2013 | Purified SirT5, succinyl-peptide AMC, trypsin-coupled fluorescence | hit rate 1.1% among 330,000; in the data active means inhibition above about 15%; inconclusive means no clear call, values can overlap the other calls
# Target sequence (Q9NXA8 whole entry, looked up): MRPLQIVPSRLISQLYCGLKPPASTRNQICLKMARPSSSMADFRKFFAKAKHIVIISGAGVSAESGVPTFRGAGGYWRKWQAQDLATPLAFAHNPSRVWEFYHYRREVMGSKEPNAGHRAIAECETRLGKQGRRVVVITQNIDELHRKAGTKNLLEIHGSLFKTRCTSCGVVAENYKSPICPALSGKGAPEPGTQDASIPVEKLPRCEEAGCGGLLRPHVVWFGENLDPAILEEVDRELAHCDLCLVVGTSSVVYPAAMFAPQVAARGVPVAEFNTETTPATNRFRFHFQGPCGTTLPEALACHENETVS
# An asterisk follows results filed as active; u = inconclusive; x = no result given; & = joins results of further samples.
SMILES,PAX8 reporter,ARNT TACC3 PPI,DENV2 CPE,LGR2 antag,EWS-Fli block,CASP6 VEID inh,SIRT5 block
CO[C@@H]1CN(C)C(=O)c2cc(NC(C)=O)ccc2OC[C@@H](C)NC[C@@H]1C,-15,0,20,18,0,-18,-2
COc1ccc(/C=N/n2c(=O)[nH]c3c([nH]c4ccc(Cl)cc43)c2=O)cc1CN1CCCCC1,-2,-1,-1,-4,-9,2,-4
COc1ccc(-c2ccc(C3[C@H]4CNC[C@@H]3N4S(=O)(=O)c3ccc(OC)cc3)cc2)cc1 (some centres not stated),-1&-2,x,-1&-3,16&0,3&36,0&1,6&7
CCn1cc(CN2CCCC(CO)(Cc3ccc(F)cc3)C2)c2ccccc21 (configuration not stated),50,22,8,9,48,-1,-5
Cc1cccc(C)c1NC(=O)C(C)Sc1nnc(C)n1CC1CCCO1 (configuration not stated),-34,-6,u,-3,11,-7,-1
COc1cccc(-c2nc(-c3ccc(Br)o3)no2)c1,-110,-1,-2,-4,-10,-1,-4
CCCc1c(-c2cccc(Br)c2)ncn1CCc1ccccc1OC,10,x,12,25,24,-3,x
C=CCn1c(SC)nnc1-c1ccc2ncccc2c1,-1,-19,4,7,3,0,-4
C[C@H]1CN([C@@H](C)CO)C(=O)c2cc(C3=CCCC3)cnc2O[C@@H]1CN(C)Cc1cccnc1,x,-3,u,-1,-10,1,-4
Cc1ccccc1S(=O)(=O)NCC[C@H]1CC[C@@H](NC(=O)C2CCCCC2)[C@@H](CO)O1,11,-6,u,2,3,2,-2
Cn1ncc(Cl)c1C(=O)NCc1ccc(Cl)cc1,-17,-15,-12,12,-6,-4,-2
Cc1ccc(S(=O)(=O)/C=C/c2ccccc2)cc1,19,-2,1,2,5,4,-4
Cc1ccc(CNCCCn2cnc3c(OCc4ccccc4)ncnc32)o1,-22,-2,6,11,3,-7,6
O=C(O)CN(c1ccccc1)S(=O)(=O)c1cc(C(F)(F)F)cc(C(F)(F)F)c1,13,x,5,13,3,13,-3
COc1cc(C(=O)NCC2CCCO2)ccc1OCc1ccc(Cl)cc1Cl (configuration not stated),-1,1,0,-26,2,2,-1
COc1ccc(CCNC(=O)[C@H](C)N2C(=O)N3CCc4c([nH]c5ccccc45)[C@@]3(C)C2=O)cc1,x,0,12,x,-7,1,x
O=C(Oc1cccc(/C=N/NC(=O)c2ccccn2)c1)c1ccc([N+](=O)[O-])cc1,-110,-5,3,31,x,1,-1
CCC(C)c1ccc(OCC(=O)Nc2cccc(C(=O)Nc3ccc(C(=O)O)cc3)c2)cc1 (configuration not stated),-107,-9,-4,-97,x,2,11
CCOC(=O)C1CCN(S(=O)(=O)c2ccc(NC(C)=O)c(Cl)c2)CC1,9,-6,7,6,6,0,-2
COc1ccc(NC(=O)N2C[C@@H](O)COC[C@@H]3O[C@@H](CC(=O)N4CCN(C)CC4)CC[C@H]32)cc1,-22,-6,15,-4,-19,1,-2
Cc1c(OCC(=O)NCCCN2CCCC2=O)ccc2c3c(c(=O)oc12)CCC3,-25,0,4,-4,-1,-2,-1
S=c1[nH]c(-c2ccccc2)cn1/N=C/c1ccncc1,-36,-1,3,-8,-12,1,0
Cc1cccc(N2CCN(C(=S)NC3CCCCC3)CC2)c1C,-19,7,12,-1,-11,-1,-1
CCN(CC)S(=O)(=O)c1ccc(N2CCN(CCO)CC2)nc1,-33,1,x,-20,x,x,x
N#Cc1ccc(NC(=O)c2cc(=O)c3ccccc3o2)cc1,0,13,2,2,0,1,-2
CC(C)[C@@H]1NC(=O)[C@@H]2CSCCS(=O)(=O)N2C1=O,-7,x,-14,9,5,2,-3
CN1C(=O)c2cc(NC(=O)Nc3ccc(Cl)cc3)ccc2OC[C@H]2O[C@@H](CC(=O)NCCN3CCCCC3)CC[C@@H]21,-11,1,-5,-12,-10,0,-2
COc1ccc([C@H]2CC(=O)C=C(c3cccc4c3Oc3ccccc3S4)C2)cc1,23,-3,u,-5,12,-5,x
COc1ccccc1S(=O)(=O)N[C@@H]1CC[C@H](CCNC(=O)C2CCCC2)O[C@@H]1CO,-13,-2,2,0,11,-1,5
O=C(C[C@H]1C[C@H]2c3cc(NS(=O)(=O)c4ccccc4)ccc3O[C@H]2[C@@H](CO)O1)N1CCCCC1,-8,-2,-2,3,12,-1,5
CCc1noc(C)c1C(=O)NNC(=O)c1cc(OC)c(OC)c(OC)c1,4,0,2,-10,-1,2,-1
CCn1cc(/C=C(\NC(=O)c2ccccc2Cl)C(=O)N2CCOCC2)c2ccccc21,-6,-14,0,2,2,2,5
Cc1c(C(=O)O)cccc1N1C(=O)Nc2ccccc2N1O,8,-8,x,-5,x,x,x
C[C@@H]1CCCCO[C@@H](CN(C)Cc2ccc3c(c2)OCO3)[C@H](C)CN([C@@H](C)CO)C(=O)c2cc(NC(=O)c3ccncc3)ccc2O1,15,5,u,7,-13,9,-1
OCCC1CN(Cc2cccc3nccnc23)CCN1C1CCCC1 (configuration not stated),13,2,18,-14,4,5,0
COc1ccc(C2/C=C\CN(C(=O)c3ccccc3)CC(=O)N2Cc2ccc(F)cc2)cc1 (configuration not stated),17,-3,x,10,-4,0,2
COc1cccc(C(=O)N2C[C@@H]3[C@H](c4ccccc42)[C@@H](CO)N3C(=O)c2ccccc2)c1,22,-2,-10,6,-7,-2,1
Cc1ccc(C)c(OCCCN2CCc3ccccc3C2)c1,33,-22,5,-7,25,-2,-3
Cc1cccc(S(=O)(=O)N2CC[C@H]3[C@@H](CO)N(C)c4ccc(-c5ccc(C#N)cc5)cc4[C@H]32)c1,-22,-13,-4,-2,1,0,1
O=c1oc2c(CN3CCCCC3)c(O)ccc2cc1-c1nc2ccccc2[nH]1,x,-12,x,-4,12,0,-1
CCOc1cc(/C=C(\C#N)c2nc3ccccc3[nH]2)ccc1OC(C)C(=O)O (configuration not stated),-1,7,1,-2,-9,5,6
Cc1cccc(C)c1OCc1cc(C(=O)NCC2CCCCC2)no1,-2,-3,8,-9,x,-3,2
CCN(CC)S(=O)(=O)c1ccc2c(c1)c(=O)c(C(=O)N1CCN(c3ccccn3)CC1)cn2C,10,8,18,5,0,0,0
O=C(N/N=C/c1c[nH]c2ccc(Br)cc12)c1ccc2c(c1)OCO2,-2,4,7,-31,-5,8,1
C[C@@H]1CN([C@@H](C)CO)S(=O)(=O)c2ccc(C#C[C@@H](C)O)cc2O[C@@H]1CN(C)C(=O)Cc1ccccn1,x,-4,-12,3,-4,0,4
CC(C)[C@H](C)NC(=O)N(C)C[C@H]1OCc2ccccc2-c2ccccc2C(=O)N([C@H](C)CO)C[C@H]1C,-11,-13,2,-9,-5,-1,0
COc1ccc2[nH]c3nc(SCC(=O)NC4CC4)nnc3c2c1,1,7,-3,-11,-2,-3,-1
Cc1ccc(-c2nc(C)sc2CC(=O)OCC(=O)Nc2ccc(F)c(Cl)c2)cc1,1,0,-5,-1,6,-1,-4
COc1cccc(CNC(=O)Cc2csc(NC(=O)Nc3ccccc3OC)n2)c1,7,7,13,10,-4,-3,4
CC12CCC(C1)C(C)(C)C2NS(=O)(=O)c1ccc(F)cc1 (configuration not stated),4,5,5,26,2,3,-1
CCOc1cc(N2CCOCC2)c(OCC)cc1NC(=O)c1cnccn1,-9,x,3,-9,-2,3,x
O=C(COC(=O)Cc1ccc(-c2ccccc2)cc1)NCc1ccc(F)cc1,-10,-1,x,0,-6,x,x
CCOC(=O)/C(C#N)=C/c1cn(CCOc2ccccc2)c2ccccc12,8,-2,x,24,9,0,0
COCC(=O)Nc1ccc2c(c1)C(=O)N(C)[C@@H]1CC[C@H](CC(=O)NCCc3ccccc3)O[C@@H]1CO2,1,-3,u,13,7,-1,0
COC(=O)Nc1ccc2c(c1)N(C(=O)CCCl)c1ccccc1S2,x,-2,x,3,x,-2,-6
C[C@@H]1CN([C@H](C)CO)C(=O)c2cc(C#C[C@@H](C)O)cnc2O[C@@H]1CN(C)Cc1ccc(-c2ccccc2)cc1,6,5,3,-2,1,2,1
COc1cccc(NC(=O)Nc2ccc3c(c2)C(=O)N(C)C[C@@H](OC)[C@H](C)CN(CCC(F)(F)F)[C@H](C)CO3)c1,21,35,5,14,12,-1,3
CCN(CC)CCN(Cc1cc2ccc(C)cc2[nH]c1=O)C(=S)Nc1ccccc1C(=O)OC,1,x,-3,-37,15,-2,0
Cn1c(SCC(=O)Nc2ccc(F)cc2F)nnc1-c1cccnc1,-8,-7,0,-3,-3,0,x
O=C(C[C@H]1CC[C@@H]2[C@H](COC[C@@H](O)CN2C(=O)Nc2cc(Cl)cc(Cl)c2)O1)NCC1CC1,x,42,0,17,x,1,-2
# (next part)
SMILES,PAX8 reporter,ARNT TACC3 PPI,DENV2 CPE,LGR2 antag,EWS-Fli block,CASP6 VEID inh,SIRT5 block
CC(C)CC(=O)NC(=S)N1CCN(c2ccc([N+](=O)[O-])cc2Cl)CC1,7,4,x,1,10,1,-5
O=C(NCC(c1ccccc1Cl)N1CCCC1)c1ccc(N2CCCC2=O)cc1 (configuration not stated),-60,-8,15,-15,-34,1,1
CCC(=O)N(Cc1cc2ccccc2[nH]c1=O)C(C)C,x,-2,x,-11,x,0,-2
CCC(=O)N(C)C[C@H]1Oc2cc(C#CCC3CCCC3)ccc2S(=O)(=O)N([C@@H](C)CO)C[C@H]1C,-13,3,3,3,16,-1,7
CCOc1ccccc1CNS(=O)(=O)c1ccc2c(c1)oc(=O)n2C,-5,-12,u,-8,2,-2,x
CCN1[C@@H]2c3ccc(-c4cccc(F)c4)c(=O)n3C[C@@H]2[C@@H](CO)[C@@H]1C(=O)N[C@H](C)c1ccccc1,x,-16,3,-13,-6,0,27*
COc1cc(OC)cc(-c2c(-c3ccc(F)cc3)c3cc(-c4ccc(SC)cc4)ccc3n2C)c1,-19,-5,-10,12,-11,-2,x
Cc1ccccc1OCC1CNC(=O)O1 (configuration not stated),15,7,5,15,4,-3,1
CCC(NC(=O)CCc1c(C)c2cc3c4c(oc3cc2oc1=O)CCCC4)C(=O)O (configuration not stated),-22,11,-5,-23,40,1,0
O=C(COC(=O)c1cccc(Cl)c1Cl)NC1CCCCCC1,4,x,-13,x,-2,-1,5
Cc1ccc(-c2ccc(/C=N/NC(=O)CN3CCOCC3)o2)cc1[N+](=O)[O-],5,18,-3,-1,1,4,0
CCOc1cc(/C=C2\SC(=O)N=C2N)ccc1O,10,21,-9,-1,22,1,6
COC(=O)[C@@]12C[C@@H](CC(=O)NCC34CC5CC(CC(C5)C3)C4)C(=O)N(CCc3ccc(OC)c(OC)c3)C1=CCC(C)(C)C2,50,x,-5,-2,6,0,1
C[C@H]1CN([C@@H](C)CO)S(=O)(=O)c2ccc(-c3ccc(C#N)cc3)cc2O[C@H]1CN(C)C(=O)C1CC1,x,-10,19,-1,2,0,0
CCC(=O)c1ccc(OCC(=O)OCC(=O)Nc2ccc3c(c2)OCCO3)cc1,-3,0,-4,0,-10,0,-4

# Random excerpt: five entries already listed.
SMILES,PAX8 reporter,ARNT TACC3 PPI,DENV2 CPE,LGR2 antag,EWS-Fli block,CASP6 VEID inh,SIRT5 block
C[C@H]1CN([C@@H](C)CO)S(=O)(=O)c2ccc(-c3ccc(C#N)cc3)cc2O[C@H]1CN(C)C(=O)C1CC1,x,-10,19,-1,2,0,0
CCC(=O)N(Cc1cc2ccccc2[nH]c1=O)C(C)C,x,-2,x,-11,x,0,-2
CCOc1cc(/C=C2\SC(=O)N=C2N)ccc1O,10,21,-9,-1,22,1,6
Cc1ccc(-c2ccc(/C=N/NC(=O)CN3CCOCC3)o2)cc1[N+](=O)[O-],5,18,-3,-1,1,4,0
O=C(COC(=O)c1cccc(Cl)c1Cl)NC1CCCCCC1,4,x,-13,x,-2,-1,5
